Screening results deposited in PubChem BioAssay by several laboratories.
RSV antiviral HEp-2: RSV antiviral activity via CPE protection, HEp-2 cells, primary 10 µM value included (AID 2391). HEp-2 cells, RSV-induced CPE inhibition; higher % means a stronger effect. CPE inhibition, % at 10 µM; hits with a dose series show IC50 in µM. actives 0.13% (n = 310,000); in the data active = a potency from the dose series; inconclusive = CPE inhibition mostly from about 23% at the one dose, without a potency; inactive = the rest, 99 in 100 with CPE inhibition below about 21%; also: strong numbers were not always called active
XIAP displacement: XIAP antagonists, biochemical, IAP family, fluorescence polarization (AID 1018). one-dose displacement, % at 20 µM; IC50 in µM for titrated hits. XIAP BIR domain, fluorescence polarization peptide displacement; higher % means a stronger effect. actives 0.007% (n = 200,000); in the data active = displacement above about 50%; also: a part of the inactive calls stands beside numbers as strong as those of hits
Large T inhibition: SV40 large T antigen inhibitors, biochemical (AID 1903). SV40 large T antigen ATPase/helicase inhibition assay; higher % means a stronger effect. inhibition, % at 20 µM, or IC50 in µM where a hit was titrated. actives 0.39% (n = 310,000); in the data active = a potency from the dose series; inconclusive = inhibition mostly from about 32% at the one dose, without a potency; inactive = the rest, 99 in 100 with inhibition below about 32%; also: strong numbers were not always called active
ER stress rescue: protection against thapsigargin-triggered cell killing – 384-well, CSM14.1, ATP luminescence, primary screen (AID 1222); CSM14.1 thapsigargin-induced death rescue, ATP luminescence; higher % means a stronger effect; cellular ATP content (survival), % at 20 µM, or EC50 in µM where a hit was titrated; 190,000 tested, under 10 active;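 active = EC50 below 50 µM in the dose-response confirmation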;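 also: death triggered by thapsigargin at about 15 µM added after 2 h compound pretreatment; cell ATP read after overnight thapsigargin exposure of roughly 18 to 22 hours; normalized against plate controls of thapsigargin alone and 5% DMSO vehicle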
K1F lysis inhibition: inhibition of K1F phage lysis, E. coli UTI89, bacterial capsule biogenesis inhibitors, alamar blue (AID 488966); actives 0.02% (n = 340,000); one-dose inhibition, % at 100 µM; IC50 in µM for titrated hits; E. coli UTI89 K1F phage lysis, alamar blue, 2 h; higher % means a stronger effect;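 active = phage lysis inhibition, versus mean bacterial control, above a set limit; inconclusive = no clear call, values can overlap the other calls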;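 also: capsule biogenesis inhibitors block K1F phage lysis so surviving cells raise fluorescence; higher fluorescence means more inhibition of phage lysis; actives were called in the ten point dose series up to 300 µM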
Dengue-2 NS5 capping: flavivirus cap methylation enzyme inhibition – biochemical, confirmation dose response, primary screen (AID 588689); Dengue-2 NS5 methyltransferase capping enzyme assay, biochemical; higher % means a stronger effect; inhibition, % at 25 µM, or IC50 in µM where a hit was titrated; actives 0.3% (n = 340,000); in the data active = a potency from the dose series; inconclusive = inhibition above about 29% without an active follow-up result
West Nile antiviral: inhibition of WNV-induced cytopathic effect – cell-based, CPE readout (AID 1621); West Nile virus-infected cells, CPE inhibition; higher % means a stronger effect; CPE inhibition, % at 10 µM, or IC50 in µM where a hit was titrated; actives 0.02% (n = 290,000); in the data active = a potency from the dose series; inconclusive = CPE inhibition mostly from about 3.7% at the one dose, without a potency; inactive = the rest, 99 in 100 with CPE inhibition below about 2.2%; also: strong numbers were not always called active
WT yeast gro inh: growth inhibition of WT yeast, mitochondrial fusion screen. mitochondrial fusion phenotypic screen, WT strain. inhibition, % at 10 µM. actives 2.1% (n = 190,000); in the data active = inhibition above about 58%; tested in S. cerevisiae
Yfh1-off respiration: mitochondrial function rescue without frataxin homolog – Friedreich's ataxia, plus single-dose screen, dose response (AID 1465) | S. cerevisiae Yfh1-off respiration, WST-1 reduction, 72 h; higher fold induction means a stronger effect | fold induction at 50 µM; hits with a dose series show EC50 in µM | actives 0.074% (n = 220,000);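 active = fold induction of absorbance versus untreated yeast above a set limit, then at least 30% activation at any dose in follow-up; inconclusive = repeats straddling the limit, or above it without dose testing; inactive = fold induction below the set limit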;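 also: activators that raise dye reduction in frataxin-depleted yeast; strong numbers were not always called active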
WT yeast gro inh mutant strain: further read-out of WT yeast gro inh, marked with its call; inhibition, %; mitochondrial fusion phenotypic screen, mutant strain inhibition
Dengue-2 NS5 capping pilot replicate: second read-out of Dengue-2 NS5 capping, no call of its own (marks repeat the call); inhibition, %; measured here: pilot screen replicate inhibition
Starred values were filed as active, the others as inactive; i = inactive; ? = inconclusive; / = not tested or not shown; [ ] = dose if it differs, or a comment. Random draw from the library (roughly 2.2% active in at least one column).

SMILES | RSV antiviral HEp-2 | XIAP displacement | Large T inhibition | ER stress rescue | K1F lysis inhibition | Dengue-2 NS5 capping | West Nile antiviral | WT yeast gro inh | WT yeast gro inh mutant strain | Yfh1-off respiration | others
Cc1cc(C)nc(-n2nc(C)c3c(=O)[nH]c(C(F)(F)F)nc32)n1 | 0.4% | -8.0% | 12% | -2.5% | -0.1% | 9% | 0.1% | 6 | 14 | i
Cc1onc(-c2ccccc2)c1C(=O)Nc1nnc(C(C)(C)C)s1 | 0.7% | / | 7% | / | -0.9% | 4% | -0.1% | / | / | /
CCOC(=O)c1sc2nc(CC(=O)OC)nc(NCCN(CC)CC)c2c1C | 0.0% | -0.2% | 28% | 0.0% | 2.4% | -3% | 0.8% | / | / | i
Cc1ccsc1-c1nc(CSCC(=O)N2CCN(c3ccccc3)CC2)c(C)o1 | 4.9% | -2.3% | 3% | -0.3% | -0.3% | -1% | / | 21 | 17 | /
Cc1cc(C)n(C(=O)c2cccc(S(=O)(=O)N3CCCC3)c2)n1 | 0.4% | -1.1% | 5% | 0.0% | -1.3% | 4% | 0.4% | 5 | -1 | i
COC(=O)c1ccc(-c2cc3onc(-c4ccccc4)c3c(=O)n2C)cc1 | 1.4% | / | 9% | / | 4.1% | 3% | / | / | / | /
Cc1cccc(Cn2c(SCCO)nc3c2c(=O)n(C)c(=O)n3C)c1 | 0.2% | -3.1% | 8% | -1.6% | 0.1% | -1% | -0.4% | -17 | 0 | i
Cc1ccc(-n2c(C)c(C)c3c(NCCCO)ncnc32)cc1 | 3.2% | / | 3% | / | 0.6%[50 µM] | 3% | 0.6% | / | / | /
CNC(=S)Nc1ccc(OC(F)(F)F)cc1 | 0.5% | -6.2% | -6% | -0.6% | 0.2% | -2% | -0.1% | 16 | 19 | i
COc1nccnc1NS(=O)(=O)c1ccc(NC(=O)c2ccccc2Br)cc1 | -0.1% | / | 2% | / | 0.3% | -1% | 0.1% | / | / | /
CCOc1ccc(C(=O)Nc2cccc(NC(=O)c3cccs3)c2)cc1[N+](=O)[O-] | / | / | 5% | -2.2% | -0.1% | -6% | 0.0% | -3 | 6 | i
CCCc1nnc(SCC(=O)N2CCCC(C)C2)n1CCOC (stereo not drawn) | 2.2% | -11% | -7% | -1.2% | -0.4% | -12% | 0.1% | -7 | -1 | i
COc1cccc(CNC(=O)CCCn2nc(C)c3c(C)n(-c4ccccc4)nc3c2=O)c1 | 4.8% | / | 16% | / | -0.2% | 15% | -1.0% | / | / | /
CCOC(=O)N1CCN(C(=O)C(C)NC(=O)c2ccco2)CC1 (stereo not drawn) | 1.0% | / | 7% | / | 1.4% | -3% | -0.1% | / | / | / | Dengue-2 NS5 capping pilot replicate=-5.8
CCN(C(=O)Cn1cnc2cc([N+](=O)[O-])ccc2c1=O)C1CCS(=O)(=O)C1 (stereo not drawn) | 1.8% | -0.7% | 5% | -0.8% | 0.4% | 3% | 0.6% | -9 | 12 | i
CC(C)Cn1c(N)c(C(=O)COC(=O)CCc2nc3ccccc3s2)c(=O)n(C)c1=O | ? | -4.1% | -1% | 4.9% | 0.1% | -1% | -1.2% | 5 | 1 | i
Cc1nc(CC(=O)NNS(=O)(=O)c2ccc(F)c(Cl)c2)cs1 | 2.0% | 0.6% | 9% | 3.4% | 3.5% | 1% | 2.2% | 0 | -9 | i
CC(=O)NCC(=O)N(Cc1ccco1)C1(C(=O)NC2CCCCC2)CCCCC1 | 1.8% | -6.0% | 11% | -3.4% | -0.1% | -4% | -0.6% | -1 | 4 | i
Cc1ccc(/C=N/NC(=O)CN(Cc2ccccc2)S(=O)(=O)c2ccc3c(c2)OCCO3)cc1 | 18% | -6.1% | 0% | -0.8% | 0.1%[50 µM] | -5% | -0.2% | 8 | 11 | i
COc1ccccc1N1CCN(C(=O)CN(C)S(=O)(=O)c2ccc3c(c2)c(=O)n(C)c(=O)n3C)CC1 | -0.3% | -8.1% | 6% | 0.0% | 0.3% | -3% | 1.0% | -6 | -5 | i
COc1ccc(CCNC(=O)CSc2ncc(C(=O)Nc3ccccc3)c(=O)n2C)cc1 | -0.4% | / | 10% | / | 0.7%[50 µM] | -1% | / | / | / | /
Cc1ccc(OCC(O)Cn2c3ccccc3c3ccccc32)cc1 (stereo not drawn) | 8.3% | -5.0% | 5% | -2.0% | -0.6% | -3% | 0.2% | 47 | 26 | i
Cc1nnc(NC(=O)CC(C)c2ccccc2)s1 (stereo not drawn) | -0.9% | / | 0% | / | 0.0% | -7% | 0.5% | / | / | / | Dengue-2 NS5 capping pilot replicate=-2.7
Cc1c(Br)ccc(NC(=O)COc2ccccc2C(N)=O)c1C | 2.7% | -4.3% | 3% | 0.0% | 0.3% | -3% | -0.4% | -9 | -5 | i
CCOC(=O)c1c(-c2ccc(C)o2)csc1NC(=O)CSc1nnnn1-c1ccccc1 | 14% | -8.2% | 7% | 8.0% | 0.3% | -22% | -0.2% | -15 | 0 | i

(listing goes on)
SMILES | RSV antiviral HEp-2 | XIAP displacement | Large T inhibition | ER stress rescue | K1F lysis inhibition | Dengue-2 NS5 capping | West Nile antiviral | WT yeast gro inh | WT yeast gro inh mutant strain | Yfh1-off respiration | others
Cc1ccc2nc(C)cc(C(=O)OCC(=O)Nc3cccnc3Cl)c2c1 | 2.0% | -8.3% | 11% | / | -0.1% | -6% | -0.5% | 18 | 6 | i
CC(NC(=O)c1ccccc1SCC(=O)N1CCCC1)c1ccccc1 (stereo not drawn) | 1.1% | / | 19% | / | 0.5%[50 µM] | -1% | / | / | / | /
Cc1c(Cl)cccc1NC(=O)CSCC(N)=O | 1.5% | -5.7% | 15% | -1.8% | 6.5% | -1% | 0.3% | -21 | 4 | i
O=C(CCN1C(=O)/C(=C/c2ccc(F)cc2)SC1=S)NCCCn1ccnc1 | -0.1% | / | 12% | / | 0.5% | -34% | 0.5% | / | / | /
Cc1ccc(C(=O)/C=C/c2c[nH]c3ccccc23)cc1 | 1.9% | -9.3% | 5% | -2.0% | -0.6% | -3% | 0.6% | 32 | 16 | i
COc1cnc(-c2ccccn2)nc1Oc1ccccc1 | 1.4% | -2.7% | 3% | -0.2% | 0.5% | / | 0.5% | -2 | 8 | i
N#Cc1ccccc1Cn1cc(/C=C/[N+](=O)[O-])c2ccccc21 | -1.9% | -3.5% | 5% | 4.0% | 0.6% | -6% | -2.1% | 75 | 82 | i
N#Cc1ccc(C(=O)Nc2cccc3cccnc23)c(F)c1 | 1.4% | -12% | 0% | -0.7% | 0.2% | 4% | -0.3% | -3 | 9 | i
O=S(=O)(c1ccc2ccccc2c1)N1CCNCC1 | -0.3% | / | 8% | / | 1.7% | / | -0.4% | / | / | /
NC(=O)CC(NC(=O)c1cccc(Br)c1)c1ccc(N2CCCCCC2)c([N+](=O)[O-])c1 (stereo not drawn) | -0.2% | / | 15% | / | -0.5% | 3% | -0.7% | / | / | /
CCN(C(=O)COC(=O)c1cccs1)c1c(N)n(Cc2ccccc2)c(=O)[nH]c1=O | 0.1% | / | -1% | / | 0.7%[50 µM] | -3% | / | / | / | /
COc1cc(/C=N/Nc2ccccc2[N+](=O)[O-])cc(OC)c1O | 0.6% | -0.6% | 3% | -1.2% | 0.1% | 4% | -0.3% | 3 | 33 | i
Cc1ccc(S(=O)(=O)NC(=O)c2ccc(F)cc2)c(C)c1 | 1.2% | / | 3% | / | 0.6%[50 µM] | -1% | 0.3% | / | / | /
O=C(COc1cccc(F)c1)NNC(=O)c1cccc(-n2cccc2)c1 | -0.2% | / | 8% | / | 1.4%[50 µM] | -2% | / | / | / | /
c1cnc(SCCCOc2ccc3ccccc3c2)nc1 | ? | -3.3% | 2% | 6.5% | 6.2% | -5% | / | 56 | 34 | /
CCN(CCO)Cc1cn[nH]c1-c1ccc(C)c(C)c1 | 0.9% | -5.9% | 1% | 1.2% | 0.0% | -3% | 0.0% | -10 | -20 | i | Dengue-2 NS5 capping pilot replicate=-4.3
COc1nccnc1NS(=O)(=O)c1ccc(NC(=S)NC(=O)c2cccnc2)cc1 | 1.1% | / | 26% | / | 0.1% | 1% | 0.7% | / | / | i
CC1CCCC(C)N1S(=O)(=O)c1ccc(S(=O)(=O)NCc2ccccc2)cc1 (stereo not drawn) | -0.1% | -1.2% | 6% | 33% | 3.0% | 3% | 0.8% | -5 | -12 | i
CCOc1ccc(NC(=O)C23CC4CC(C2)CC(c2ccccc2)(C4)C3)cc1 | 1.3% | -3.8% | 23% | -3.4% | 1.1% | -6% | -0.4% | 28 | 13 | i

Ten compounds out of the list, sorted by heavy-atom count, descending:
SMILES | RSV antiviral HEp-2 | XIAP displacement | Large T inhibition | ER stress rescue | K1F lysis inhibition | Dengue-2 NS5 capping | West Nile antiviral | WT yeast gro inh | WT yeast gro inh mutant strain | Yfh1-off respiration | others
NC(=O)CC(NC(=O)c1cccc(Br)c1)c1ccc(N2CCCCCC2)c([N+](=O)[O-])c1 (stereo not drawn) | -0.2% | / | 15% | / | -0.5% | 3% | -0.7% | / | / | /
COc1nccnc1NS(=O)(=O)c1ccc(NC(=S)NC(=O)c2cccnc2)cc1 | 1.1% | / | 26% | / | 0.1% | 1% | 0.7% | / | / | i
CC1CCCC(C)N1S(=O)(=O)c1ccc(S(=O)(=O)NCc2ccccc2)cc1 (stereo not drawn) | -0.1% | -1.2% | 6% | 33% | 3.0% | 3% | 0.8% | -5 | -12 | i
CC(NC(=O)c1ccccc1SCC(=O)N1CCCC1)c1ccccc1 (stereo not drawn) | 1.1% | / | 19% | / | 0.5%[50 µM] | -1% | / | / | / | /
COc1cc(/C=N/Nc2ccccc2[N+](=O)[O-])cc(OC)c1O | 0.6% | -0.6% | 3% | -1.2% | 0.1% | 4% | -0.3% | 3 | 33 | i
N#Cc1ccc(C(=O)Nc2cccc3cccnc23)c(F)c1 | 1.4% | -12% | 0% | -0.7% | 0.2% | 4% | -0.3% | -3 | 9 | i
c1cnc(SCCCOc2ccc3ccccc3c2)nc1 | ? | -3.3% | 2% | 6.5% | 6.2% | -5% | / | 56 | 34 | /
Cc1ccc(C(=O)/C=C/c2c[nH]c3ccccc23)cc1 | 1.9% | -9.3% | 5% | -2.0% | -0.6% | -3% | 0.6% | 32 | 16 | i
O=S(=O)(c1ccc2ccccc2c1)N1CCNCC1 | -0.3% | / | 8% | / | 1.7% | / | -0.4% | / | / | /
Cc1c(Cl)cccc1NC(=O)CSCC(N)=O | 1.5% | -5.7% | 15% | -1.8% | 6.5% | -1% | 0.3% | -21 | 4 | i
